Source: PubChem BioAssay (The Scripps Research Institute Molecular Screening Center)
M4 PAM: positive allosteric modulators of human muscarinic M4 receptor. hit rate 0.4% among 360,000. activation, % at 3 µM. P08173. CHO-K1 hM4/Gqi5, Fluo-8 calcium fluorescence, ACh EC20; 0% = ACh EC20, 100% = maximal ACh;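 active means activation above its plate's cutoff, the mean activation of sample wells plus 3 SD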; further: some results filed as inactive read as strong as hits
Target sequence (P08173 whole entry, looked up): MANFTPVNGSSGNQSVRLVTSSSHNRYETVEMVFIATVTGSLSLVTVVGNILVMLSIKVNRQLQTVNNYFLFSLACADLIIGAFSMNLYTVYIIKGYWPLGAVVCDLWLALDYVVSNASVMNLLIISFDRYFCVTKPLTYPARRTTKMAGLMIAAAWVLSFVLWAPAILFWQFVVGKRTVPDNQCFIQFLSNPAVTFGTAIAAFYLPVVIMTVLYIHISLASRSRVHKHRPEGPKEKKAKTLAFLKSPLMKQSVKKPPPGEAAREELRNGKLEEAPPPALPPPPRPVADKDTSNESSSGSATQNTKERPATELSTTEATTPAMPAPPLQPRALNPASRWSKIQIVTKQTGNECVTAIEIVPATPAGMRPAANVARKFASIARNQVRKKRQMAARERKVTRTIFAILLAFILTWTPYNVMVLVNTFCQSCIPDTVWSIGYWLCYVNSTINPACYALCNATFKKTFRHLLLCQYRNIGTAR
CHRM5 agonist: CHRM5 agonism in calcium assay; CHO-K1 hM5 cells, Fluo-8 calcium fluorescence; 0% DMSO wells, 100% maximal acetylcholine response; activation, % at 3 µM; hit rate 0.19% among 360,000;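 active means activation above the run's mean over test compounds plus 3 SD, cut at about 23% in these data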;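 further: signal is peak over basal fluorescence ratio across the kinetic read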
M4 antag: blocks acetylcholine activation of human M4 receptor; CHO-hM4 cells, ACh EC80, Fluo-8 calcium fluorescence; inhibition, % at 3 µM; hit rate 0.73% among 360,000; AID 624125;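 active means inhibition above its plate's cutoff, the mean inhibition of sample wells plus 3 SD, cut at about 27% in these data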;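 further: 0% = acetylcholine EC80 with DMSO and 100% = DMSO without agonist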
M1 ag parental: nonselective activator or artifact in parental CHO-K1 cells; Fluo-8 calcium fluorescence; scaled to maximal ATP response, vehicle zero; activation, % at 3 µM; hit rate 0.48% among 360,000; AID 602248; in the data active means activation above about 15%;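 further: untransfected CHO-K1 host cells lacking M1 receptor as counterscreen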
CHRM5 PAM: CHRM5 positive allosteric modulation | CHO-K1 hM5, Fluo-8 calcium, ACh EC20 PAM; 0% = ACh EC20, 100% = ACh EC100 | P08912 | hit rate 0.3% among 360,000 | activation, % at 3 µM;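 active means activation above the run cutoff, the mean activation of all test compounds plus 3 SD, cut at about 18% in these data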
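Test system: CHO-K1 hM5 cells / Doses: single-point, 3 µM nominal / Times: Post-acetylcholine fluorescence recording 140 s / Technique: Fluo-8 calcium fluorescence / Measure: Max/basal fluorescence ratio as % of EC20–EC100 ACh window / Benchmarks: low control EC20 acetylcholine (0%), high control EC100 acetylcholine (100%) / Replicates: one well per compound, no replicates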
CHO-K1 Ca antag: M1 antagonist counterscreen hit in parental CHO-K1 cells. ATP-induced calcium, Fluo-8 fluorescence. inhibition, % at 3 µM. hit rate 0.6% among 360,000. AID 602250;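 active means inhibition above a per-plate cutoff, the plate's mean sample inhibition plus 3 SD, cut at about 24% in these data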;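 further: 0% = DMSO plus EC80 ATP and 100% = DMSO alone without ATP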
CHRM4 agonist: agonists of human muscarinic M4 receptor (CHRM4); P08173; CHO-K1 hM4/Gqi5, Fluo-8 calcium fluorescence; vehicle 0%, full acetylcholine response 100%; activation, % at 3 µM; hit rate 0.14% among 360,000; AID 624127;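 active means activation above the run mean over all test wells plus 3 SD, cut at about 32% in these data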;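 further: peak over basal fluorescence ratio per well then scaled between controls; 0% = DMSO wells and 100% = acetylcholine at EC100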
M5 antag: antagonists of human muscarinic M5 receptor (CHRM5); CHO-hM5 cells, Fluo-8 calcium fluorescence, ACh EC80; inhibition, % at 3 µM; hit rate 0.59% among 360,000; AID 624040;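 active means inhibition above a per-plate cutoff, the mean of that plate's test compounds plus 3 SD, cut at about 27% in these data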;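 further: 0% = acetylcholine EC80 with DMSO and 100% = DMSO without agonist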
CHO-K1 Ca PAM: counter-screen for M1 PAMs: effect in parental CHO-K1 cells; ATP EC20, Fluo-8 calcium fluorescence; 0% at ATP EC20, 100% at ATP max; activation, % at 3 µM; hit rate 0.02% among 360,000;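 active means activation above the run cutoff, the mean activation of all test compounds plus 3 SD, cut at about 40% in these data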;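 further: peak over basal fluorescence ratio in a 140 s read after ATP addition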
* = called active by the depositor; & = joins results of further samples.

SMILES	M5 antag	CHRM5 PAM	CHO-K1 Ca antag	M4 PAM	CHRM4 agonist	M4 antag	M1 ag parental	CHO-K1 Ca PAM	CHRM5 agonist
COc1ccc(-n2c(=O)c3ccccc3n(CC(=O)NC3CCCC3)c2=O)cc1	-4	-3	3	7	0	-4	-0.3	-2	-4
CCc1ncc(CN2CCCC(C(=O)Nc3cccc(-c4cccc(C)c4)c3)C2)cn1 (stereo unspecified)	5	-7	-2	-4	7	0	4.3	7	-8
C/C(=N\NS(=O)(=O)c1ccc(C)cc1)c1cc2ccccc2oc1=O	-14	-1	1	9	2	-8	-0.5	11	-4
CCC(C)c1ccc(NC(=O)N2CCOCC2)cc1 (stereo unspecified)	-5	-2	3	-4	0	-3	0.6	6	5
COc1ccc(Br)cc1C(=O)Nc1ccc(C(=O)NCC(C)C)cc1	6	0	-9	-6	1	-2	-0.2	9	-5
CCN(CC)C(=O)C(=O)c1cn(CC(=O)NCC2CCCO2)c2ccccc12 (stereo unspecified)	6	2	-3	1	0	-16	0.7	6	3
CCC(=O)c1ccc(OC(=O)Cc2ccc(OC)cc2)cc1	1	2	-6	2	0	1	1.5	12	1
COC(=O)c1ccc2nc(C)cc(Nc3ccc(N(C)C)cc3)c2c1	4	-4	3	-8	-1	1	-0.6	-7	-6
Cc1cccc(CNC(=O)c2sc(=O)n(Cc3ccc(S(C)(=O)=O)cc3)c2C)c1	-1	-9	23	-4	8	-3	1.5	-10	3
COc1cc(O)c2c(c1)OC(C)(C)CC2=O	1	-4	13	0	0	7	-0.2	-7	0
CC1(C)Oc2ccc(C(=O)N3CCOCC3)cc2N(CC(=O)N2CCOCC2)C1=O	-3	3	-10	5	1	-6	0.2	9	1
CCn1nnc(-c2ccccc2NS(=O)(=O)c2ccc(S(=O)(=O)N3CCCCCC3)cc2)n1	3	0	-17	3	-1	6	1.0	25	1
Cc1ccccc1-c1nc(CN2CCC(C(=O)NCc3cccs3)CC2)c(C)o1	2	0	-11	2	4	-15	1.6	28	-1
CCN(CC(=O)NCc1ccc(F)cc1)C(=O)CN1CCN(c2ccccc2OC)CC1	21	-1	-10	7	0	-18	0.6	5	-1
N=C1S/C(=C\c2ccc(-c3cccc(Cl)c3)o2)C(=O)N1c1nccs1	-2	-2	-1	2	0	-15	0.3	13	-1

Another view of two compounds above:
> CC1(C)Oc2ccc(C(=O)N3CCOCC3)cc2N(CC(=O)N2CCOCC2)C1=O
  M5 antag = -3
  CHRM5 PAM = 3
  CHO-K1 Ca antag = -10
  M4 PAM = 5
  CHRM4 agonist = 1
  M4 antag = -6
  M1 ag parental = 0.2
  CHO-K1 Ca PAM = 9
  CHRM5 agonist = 1
> COc1ccc(-n2c(=O)c3ccccc3n(CC(=O)NC3CCCC3)c2=O)cc1
  M5 antag = -4
  CHRM5 PAM = -3
  CHO-K1 Ca antag = 3
  M4 PAM = 7
  CHRM4 agonist = 0
  M4 antag = -4
  M1 ag parental = -0.3
  CHO-K1 Ca PAM = -2
  CHRM5 agonist = -4

Next part
SMILES	M5 antag	CHRM5 PAM	CHO-K1 Ca antag	M4 PAM	CHRM4 agonist	M4 antag	M1 ag parental	CHO-K1 Ca PAM	CHRM5 agonist
O=C(Nc1ccc(N2CCOCC2)c(S(=O)(=O)Nc2ccccc2Cl)c1)c1ccc(=O)[nH]n1	-1	1	-11	-2	6	-7	3.4	23	2
OCc1n[nH]c(CO)n1	-12	5	-5	8	1	-16	-0.6	-3	1
CCOC(=O)CSc1cc(C)nc(NC(C)=O)n1	10	0	-2	-7	0	14	0.2	-3	-2
COc1ccc(NC(=O)NNS(=O)(=O)c2cc(C)ccc2C)cc1OC	0	3	2	2	1	-3	7.0	5	-2
CN(C)CCN(C(=O)c1ccc2ccccc2c1)c1nc2c(F)cccc2s1	-2	2	-8	1	1	-6	0.4	26	-6
Cc1cccc(C)c1NC(=O)C1CC2CCC1C2 (stereo unspecified)	0	2	-11	9	0	-5	0.5	14	0
Cc1ccc2nc(-c3ccc(NC(=O)CSCC(=O)O)cc3)sc2c1	9	-11	4	-14	-1	13	0.0	-6	17
N#Cc1nc(-c2ccc(F)cc2)oc1N1CCC(C(N)=O)CC1	7	0	2	-1	2	5	0.1	-1	-2
CC12CN3CC(C)(CN(C1)C3c1ccc(Br)cc1)C2=O (stereo unspecified)	5	-6	-8	-1	0	-4	0.4	19	-6
COc1ccc(-n2nc3c(c2NC(=O)C2CC2)CS(=O)(=O)C3)cc1	8	-1	-7	7	1	0	0.9	2	-2
CC(NC(=O)[C@H](C)NC(=O)c1ccco1)c1ccc(S(N)(=O)=O)cc1 (stereo partly specified)	3	1	-4	0	0	-1	0.0	-12	1
Cc1cc2oc(=O)cc(CN(Cc3ccccc3)Cc3ccccc3)c2cc1Cl	-6	0	-23	-1	0	-10	0.5	11	3
O=C(C1Cc2ccccc2CN1S(=O)(=O)c1ccccc1[N+](=O)[O-])N1CCOCC1 (stereo unspecified)	-6	10	-14	14	3	-8	0.6	11	0
O=C(/C=C/c1ccc([N+](=O)[O-])cc1)OCC(=O)N1CCCC1	16	5	14	-2	0	6	0.2	-22	0
COc1ccc(C(=O)NC(=S)NNC(=O)CCc2ccccc2)cc1	8	-7	-8	-1	19	5	21*	6	8
O=C1NCCCC1C(=O)N/N=C/c1ccccc1O (stereo unspecified)	15	-6	2	-6	0	14	0.0	6	-2
O=C(Nc1nc2c(c(=O)[nH]1)CCCC2)C1CC1	-11	10	2	0	0	6	0.1	8	0
CC1=C(/C=C/C(C)=C/C=C/C(C)=C/C(=O)Nc2ccc(O)cc2)C(C)(C)CCC1	9&11	-4&-5	-10&-8	-3&1	-1&-1	1&1	-0.4&-1.0	2&-2	1&6
COc1ccc(-n2nc(C(=O)NCC(=O)NC3CCCCC3)c3ccccc3c2=O)cc1	16	-9	-12	-7	1	6	1.2	-5	-1
O=C(c1ccc2c(c1)N(Cc1ccccc1F)C(=O)c1ccccc1S2(=O)=O)N1CCCC1	-3	5	-12	8	-1	-5	1.2	15	-4
CCOc1ccc(S(=O)(=O)NC2CCCCCC2)cc1	-4	-10	-1	-4	3	-3	3.2	11	-4
O=C(COc1ccccc1F)NNC(=O)c1cc(Br)ccc1Cl	11	6	-9	9	1	0	0.1	3	1
COc1ccc(C2=Nn3c(nnc3-c3ccc(OC)cc3)SC2)cc1	9	-5	-7	7	3	28*	0.7	8	-5
CC(=O)NC(Cc1ccccc1)C(=O)NC1CCN(C(=O)NCc2ccccc2)CC1 (stereo unspecified)	7	3	-13	5	1	-15	1.5	6	-2
Cc1nc2ccc(C(=O)Nc3cccc([N+](=O)[O-])c3)cc2s1	0	12	-6	4	4	-11	2.2	16	4
COc1ccc(CCNC(=O)CN2C(=O)c3ccccc3C2=O)cc1	-8	1	-20	0	5	4	0.9	12	3
C/C(NCCCn1ccnc1)=C(\C#N)C(N)=O	-2	2	-17	2	0	8	0.0	-1	-5
CCCn1nnnc1NCc1ccccc1C	2	-3	8	-4	0	0	0.7	7	0
Cc1cccc(Sc2nc(-c3ccccc3)ncc2C(=O)O)c1	8	-2	-6	0	0	-2	0.4	18	-3
O=C(COc1ccc(Cl)cc1)NNC(=S)NCc1ccccc1	-13	4	-11	9	3	-1	0.3	-9	-4
COc1cccc(OC)c1C(=O)Nc1ccccc1N1CCCCC1	7	1	-8	1	-2	-3	0.0	-4	-3
Cc1ccc(C(=O)n2nc(-c3ccccc3)nc2NCc2ccco2)cc1	-1	4	-12	-2	3	-3	-0.1	27	3
CCOC(=O)N1CCC(N2C(=O)c3ccc(C(=O)Nc4ccc(OC)cc4)cc3C2=O)CC1	6	-4	6	1	1	-3	0.4	3	-5
O=C(Oc1ccc(Br)cc1)c1cccnc1	4	-1	4	-1	0	2	0.8	5	-3
C[C@H]1[C@H](C)CC[C@]2(C(=O)O)CC[C@]3(C)C(=CC[C@@H]4[C@@]5(C)CC[C@H](O)C(C)(C)[C@@H]5CC[C@]43C)[C@H]12	3	-3	-14	-5	0	-7	0.0	24	0
CCN(CC)S(=O)(=O)c1ccc(N=N/C(C(C)=O)=C(/C)O)cc1	3	-3	-2	2	4	-9	1.1	-1	0
CCOc1ccc(-c2cc(C(=O)Nc3ccc(F)cc3)[nH]n2)c(C)c1	7	1	0	5	1	-15	0.6	2	-2
CC1CCCCN1CCNC(=O)c1cnn2ccccc12 (stereo unspecified)	-2	0	-2	2	0	-22	0.0	14	-3
COC(=O)N1[C@H](Cc2ccccc2)C=C[C@]1(C)C(=O)O	8	1	-10	16	1	-15	-0.2	7	2
Cc1ccc(CN2CCCN(C)CC2)c(C)c1	21	-10	-7	-5	0	8	0.4	13	-11
CC(C)(CN=C1NS(=O)(=O)c2ccccc21)CNC(=O)CN1C(=O)c2ccccc2C1=O	1	2	2	-7	0	5	0.2	-1	0
CC(C)(C)c1ccc(OCC(O)CSc2ncn[nH]2)cc1 (stereo unspecified)	-4	8	4	-4	2	13	2.2	7	2
CCOC(=O)c1ccc(N2C(=O)c3n[nH]c(C)c3C2c2ccc(OC)c(OC)c2)cc1 (stereo unspecified)	-3	0	-10	-4	-1	8	0.7	24	-1
OCCC1CN(Cc2cccc3nonc23)CCN1Cc1ccsc1 (stereo unspecified)	-1	8	-9	0	1	-5	0.7	11	-6
Cc1nc(NC(=O)c2ccc(Cl)cc2)nc2cc3c(cc12)OCO3	-9	0	16	3	1	1	0.6	-13	0
CC1(C)CC(NC(=O)c2coc(=O)c(Br)c2)CC(C)(C)N1	3	-5	-3	-2	1	-1	0.2	3	1
CCc1cc(C(=O)N2CCCC(C(=O)c3ccc(Cl)cc3)C2)no1 (stereo unspecified)	2	-8	-10	-4	3	6	5.1	-1	2

This is a random part of the collection. Share with any hit: about 2.7%.
